# High-throughput results (PubChem)
# USP1-UAF1 inh: USP1/UAF1 (human) deubiquitinase inhibition; recombinant USP1/UAF1, Ub-Rhodamine cleavage fluorescence; Potency, µM (series often up to 57.1 µM), for inactives: at the highest dose activity change, negative = inhibition, hits mostly inhibitors; 390,000 compounds, 0.23% hits; O94782; further: potency means the concentration at half of the fitted maximal effect; nearly all actives have a fitted effect of over 60% in size; inactives centre near -12
#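 USP1/UAF1 complex at 1 nM was preincubated with compound for 15 min at room temperature, then Ub-Rho substrate (150nM final) was added. Fluorescence (480/540 nm) was read kinetically, 6 reads every 60 seconds.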
# IDH1 R132H inh: blocks human mutant IDH1 R132H enzyme; IDH1-R132H enzyme, NADPH consumption, diaphorase/resazurin fluorescence; Potency, µM (series often up to 76.6 µM), inactives show at the top dose activity change, negative = inhibition, most hits filed as inhibitors; 390,000 compounds, 0.093% hits; further: potency means the concentration at half of the fitted maximal effect; nearly all actives have a fitted effect of over 65% in size
# Target sequence (O75874 whole entry R132H, stated change not applied): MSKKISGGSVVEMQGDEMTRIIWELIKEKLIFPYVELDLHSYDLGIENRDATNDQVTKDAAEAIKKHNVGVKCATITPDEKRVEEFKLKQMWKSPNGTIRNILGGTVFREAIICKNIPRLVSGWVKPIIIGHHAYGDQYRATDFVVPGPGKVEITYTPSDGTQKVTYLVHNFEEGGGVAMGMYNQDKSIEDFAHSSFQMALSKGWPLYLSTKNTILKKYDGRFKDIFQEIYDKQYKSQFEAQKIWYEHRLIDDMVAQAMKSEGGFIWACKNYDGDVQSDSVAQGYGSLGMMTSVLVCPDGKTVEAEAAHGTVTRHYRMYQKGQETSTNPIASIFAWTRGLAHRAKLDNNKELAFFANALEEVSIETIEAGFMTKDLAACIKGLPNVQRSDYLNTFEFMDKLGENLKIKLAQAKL
#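 IDH1-R132H (0.5 ug/mL) preincubated 30 min with compound, then NADPH (0.016 mM) and alpha-KG (2 mM) added; 80 min at RT, pH 7.5. Remaining NADPH coupled via diaphorase/resazurin to fluorescence (540/590 nm); concentration-response curves normalized to no-enzyme control.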
# PI4K2A inh: inhibitors of human PI4K2A. Q9BTU6. purified PI4K2A, ADP-Glo luminescence, 1 h; stronger effect = lower value. activity change, negative = inhibition, % at 76.9 µM. 420,000 compounds, 0.13% hits. AID 1346378; in the data active means activity change below about -50%; inconclusive means mostly about -30% to -49%;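 further: -100% = wells without enzyme as full effect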
# Target sequence (Q9BTU6 whole entry, looked up): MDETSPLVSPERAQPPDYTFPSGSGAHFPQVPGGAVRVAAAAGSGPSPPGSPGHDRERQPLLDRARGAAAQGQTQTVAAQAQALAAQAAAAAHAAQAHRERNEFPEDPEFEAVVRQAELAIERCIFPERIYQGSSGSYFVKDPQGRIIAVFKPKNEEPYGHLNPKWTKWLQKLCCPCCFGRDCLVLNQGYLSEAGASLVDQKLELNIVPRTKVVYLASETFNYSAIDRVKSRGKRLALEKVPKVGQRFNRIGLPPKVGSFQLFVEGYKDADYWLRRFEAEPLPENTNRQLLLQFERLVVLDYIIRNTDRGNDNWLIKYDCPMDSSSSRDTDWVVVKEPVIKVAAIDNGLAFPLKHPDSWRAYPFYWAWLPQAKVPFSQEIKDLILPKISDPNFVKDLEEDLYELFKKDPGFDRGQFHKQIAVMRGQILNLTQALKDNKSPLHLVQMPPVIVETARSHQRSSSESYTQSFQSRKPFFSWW
#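 In this quantitative HTS, ADP production by PI4K2A was quantified luminescently after 1 h at ambient temperature; 100 microM adenosine served as plate-quality control.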
# * marks the source's active call; other numbers are inactive results; u = inconclusive. Unless noted, the call rests on the fitted dose curve; in most records, active means well fitted inhibition curve with a large enough effect; inconclusive means small, poorly fitted or top-dose-only effect; inactive means no such curve, though single readings can be large or run the other way. Unless noted, on the % scale 0 is the no-effect control and ±100 the full control effect. The list is partial, so the mix of outcomes need not match the whole.
structure,USP1-UAF1 inh,IDH1 R132H inh,PI4K2A inh
COc1cc(Cl)c(C)cc1NC(=O)c1ccccc1NC(=O)CN1CCN(C(C)=O)CC1,-23.5%,0.1%,1.4
O=C1CN(C(=O)CN2CCN(S(=O)(=O)c3ccccc3)CC2)c2ccccc2N1,-20.0%,0.9%,-0.8
CCC(C)C(NC(=O)c1ccccc1)C(=O)N1CCN(C(=O)c2ccccc2)CC1 (stereo unspecified),-27.5%,8.5%,-2.2
Cc1cc(C)c(OCC(=O)OCC(=O)NCc2ccco2)c(C)c1,-26.8%,11.5%,-3.8
CC1(C)CC(=O)C=C(c2ccc(COC(=O)c3cccc(C(F)(F)F)c3)cc2)C1=O,-18.2%,2.4%,-1.3
CC(=O)c1ccc(N2CCN(C(=O)COc3ccc4ccccc4c3)CC2)cc1,-19.6%,-5.2%,-0.7
CCc1nc(N2CCN(C(=O)CCCl)CC2)c2c3c(sc2n1)CCCC3,-10.5%,-27.5%,-1.4
O=C1C(=C(c2ccccc2)N2CCOCC2)Cc2ccccc21,u,-1.8%,2.9
COc1cc(NCCCCC(C)N)c2nccc(C)c2c1 (stereo unspecified),u,17.3%,-8.8
O=C(Nc1cccc(C(=O)O)c1)/C(=C\c1cccc([N+](=O)[O-])c1)NC(=O)c1ccc(Br)cc1,-11.3%,13.3%,-3.9
COc1cc2c3c(cccc3c1)C(=O)N(CCN1CCCC1)C2=O,-23.2%,-1.9%,-0.7
CC(C)C1C(=O)N(Cc2cn(Cc3ccco3)nn2)CCS(=O)(=O)N1Cc1ccc(-c2ccncc2)cc1 (stereo unspecified),-19.1%,0.4%,-8.2
CC(C)(C)OC(=O)N1CCN(C(=O)c2[nH]cnc2C(=O)Nc2ccccc2F)CC1,u,0.0%,-0.4
O=C1CC[C@@H](C(=O)N2CSC[C@@H]2C(=O)Nc2cccc(C(F)(F)F)c2)N1,-18.0%,-4.6%,-0.7
C[C@@H]1CN([C@@H](C)CO)C(=O)c2cc(Br)cnc2O[C@H]1CN(C)S(=O)(=O)c1ccccc1,u,-6.7%,-2.8
CN(C(=O)COC(=O)/C=C/c1ccccc1)C1CCS(=O)(=O)C1 (stereo unspecified),3.6%,-1.1%,-2.4
COCCNc1nnc(SCC(=O)c2cc(C)n(C3CC3)c2C)s1,-26.8%,6.4%,-0.2
C[C@@H]1CN([C@@H](C)CO)C(=O)CCCn2nncc2CO[C@@H]1CN(C)S(=O)(=O)c1ccc(Oc2ccccc2)nc1,3.3%,-7.1%,2.9
CC(C)NC(=O)N(C)C[C@H]1OCCCC[C@@H](C)Oc2ccc(NC(=O)C3CCCCC3)cc2C(=O)N([C@H](C)CO)C[C@@H]1C,-10.5%,-2.9%,-2.6
CCOC(COC(=O)c1ccccc1C(=O)O)c1ccccc1 (stereo unspecified),0.4%,-2.6%,4.3
Cc1ccc(C)c(S(=O)(=O)Nc2ccc(C(=O)N3CCOCC3)cc2)c1,-6.4%,-6.8%,-3.4
CSc1ncnc2c1ncn2CCCNCc1cccs1,-24.1%,3.9%,0.9
O=C(c1cccc(S(=O)(=O)N2CCOCC2)c1)N1CCN(c2ncccn2)CC1,-10.7%,0.3%,1.1
c1ccc(C2=NCCCO2)cc1,-10.4%,10.1%,5.3
COCOCCn1cc(CN2CCS(=O)(=O)N(Cc3ccc(-c4ccncc4)cc3)C(CC(C)C)C2=O)nn1 (stereo unspecified),-18.8%,9.0%,3.6
Cc1ccccc1NC(=O)COC(=O)COc1ccc2ccc(=O)oc2c1,-18.8%,1.5%,-4.0
COc1cc(-c2c(NC(=O)c3ccco3)oc3ccc(Cl)cc3c2=O)cc(OC)c1OC,-20.4%,-4.6%,-2.5
COc1ccc(C(CNC(=O)c2ccc(-c3ccccc3Cl)o2)N2CCCC2)cc1 (stereo unspecified),-28.6%,2.8%,-2.4
C[C@@H]1CN([C@@H](C)CO)C(=O)CCCn2nncc2CO[C@@H]1CN(C)C(=O)OCc1ccccc1,-20.2%,14.3%,-1.4
Cc1c(NC(=O)COC(=O)/C=C/c2cccc(F)c2)c(=O)n(-c2ccccc2)n1C,-11.7%,-5.9%,-3.4

# 21 neighbouring records from above, quoted:
structure,USP1-UAF1 inh,IDH1 R132H inh,PI4K2A inh
O=C(Nc1cccc(C(=O)O)c1)/C(=C\c1cccc([N+](=O)[O-])c1)NC(=O)c1ccc(Br)cc1,-11.3%,13.3%,-3.9
COc1cc2c3c(cccc3c1)C(=O)N(CCN1CCCC1)C2=O,-23.2%,-1.9%,-0.7
CC(C)C1C(=O)N(Cc2cn(Cc3ccco3)nn2)CCS(=O)(=O)N1Cc1ccc(-c2ccncc2)cc1 (stereo unspecified),-19.1%,0.4%,-8.2
CC(C)(C)OC(=O)N1CCN(C(=O)c2[nH]cnc2C(=O)Nc2ccccc2F)CC1,u,0.0%,-0.4
O=C1CC[C@@H](C(=O)N2CSC[C@@H]2C(=O)Nc2cccc(C(F)(F)F)c2)N1,-18.0%,-4.6%,-0.7
C[C@@H]1CN([C@@H](C)CO)C(=O)c2cc(Br)cnc2O[C@H]1CN(C)S(=O)(=O)c1ccccc1,u,-6.7%,-2.8
CN(C(=O)COC(=O)/C=C/c1ccccc1)C1CCS(=O)(=O)C1 (stereo unspecified),3.6%,-1.1%,-2.4
COCCNc1nnc(SCC(=O)c2cc(C)n(C3CC3)c2C)s1,-26.8%,6.4%,-0.2
C[C@@H]1CN([C@@H](C)CO)C(=O)CCCn2nncc2CO[C@@H]1CN(C)S(=O)(=O)c1ccc(Oc2ccccc2)nc1,3.3%,-7.1%,2.9
CC(C)NC(=O)N(C)C[C@H]1OCCCC[C@@H](C)Oc2ccc(NC(=O)C3CCCCC3)cc2C(=O)N([C@H](C)CO)C[C@@H]1C,-10.5%,-2.9%,-2.6
CCOC(COC(=O)c1ccccc1C(=O)O)c1ccccc1 (stereo unspecified),0.4%,-2.6%,4.3
Cc1ccc(C)c(S(=O)(=O)Nc2ccc(C(=O)N3CCOCC3)cc2)c1,-6.4%,-6.8%,-3.4
CSc1ncnc2c1ncn2CCCNCc1cccs1,-24.1%,3.9%,0.9
O=C(c1cccc(S(=O)(=O)N2CCOCC2)c1)N1CCN(c2ncccn2)CC1,-10.7%,0.3%,1.1
c1ccc(C2=NCCCO2)cc1,-10.4%,10.1%,5.3
COCOCCn1cc(CN2CCS(=O)(=O)N(Cc3ccc(-c4ccncc4)cc3)C(CC(C)C)C2=O)nn1 (stereo unspecified),-18.8%,9.0%,3.6
Cc1ccccc1NC(=O)COC(=O)COc1ccc2ccc(=O)oc2c1,-18.8%,1.5%,-4.0
COc1cc(-c2c(NC(=O)c3ccco3)oc3ccc(Cl)cc3c2=O)cc(OC)c1OC,-20.4%,-4.6%,-2.5
COc1ccc(C(CNC(=O)c2ccc(-c3ccccc3Cl)o2)N2CCCC2)cc1 (stereo unspecified),-28.6%,2.8%,-2.4
C[C@@H]1CN([C@@H](C)CO)C(=O)CCCn2nncc2CO[C@@H]1CN(C)C(=O)OCc1ccccc1,-20.2%,14.3%,-1.4
Cc1c(NC(=O)COC(=O)/C=C/c2cccc(F)c2)c(=O)n(-c2ccccc2)n1C,-11.7%,-5.9%,-3.4

# More structures follow.
structure,USP1-UAF1 inh,IDH1 R132H inh,PI4K2A inh
O=C(Nc1ccc2c(c1)OCCO2)c1c(Cl)cccc1Cl,-14.1%,6.9%,6.4
Cc1nc(NC(=O)C(C)(C)C)sc1-c1csc(N)n1,-17.3%,11.1%,5.9
CC(Sc1nnc(-c2ccncc2)n1C)C(=O)NCC(=O)Nc1ccc(F)c(F)c1F (stereo unspecified),-12.5%,8.0%,-2.2
O=S(=O)(c1ccccc1)C(Br)S(=O)(=O)c1ccccc1,-1.3%,-9.4%,2.1
CCN(CC)S(=O)(=O)c1ccc(OC)c(NC(=O)c2cc([N+](=O)[O-])ccc2N2CCOCC2)c1,-21.5%,10.4%,-3.8
CN(C)S(=O)(=O)N1CCC(Oc2ccc(C(=O)N3CCCCCC3)cc2)CC1,3.9%,-0.6%,-3.3
CCn1c(SCC(=O)Nc2ccccc2)nc2c(c1=O)SCC2,-3.7%,3.6%,-3.8
COc1ccccc1C(=O)NCCCNc1nc2cc(C)cc(C)c2cc1C#N,-6.4%,-12.4%,-2.7
O=C(OCc1cn([C@@H]2C[C@H](c3ccc(Cl)cc3)N(C(=O)C3CCCCC3)C[C@H]2O)nn1)c1ccccc1,-29.9%,-4.0%,0.7
O=C(Nc1ccn(CCCN2CCN(Cc3cccc4ccccc34)CC2)c(=O)n1)OCc1ccccc1,-22.5%,0.0%,1.1
CC1=C(C(=O)N2CCOCC2)CC(CC(=O)NCc2ccco2)C(=O)N1Cc1ccccc1 (stereo unspecified),8.3%,6.4%,-11.5
C[C@H]1CN([C@@H](C)CO)C(=O)c2cc(Br)cnc2O[C@H]1CN(C)C(=O)c1ccc2c(c1)OCO2,-15.1%,13.8%,-2.2
C#CCN(C(=O)C1CCC(=O)N(CCc2cccc(F)c2)C1)C1CCCCC1 (stereo unspecified),-20.1%,-5.7%,1.4
CCN(CC(=O)Nc1ccc(NC(C)=O)cc1)C(=O)C1CC1,2.7%,0.1%,-5.0
C=Cc1cnc([N+](=O)[O-])n1C,-30.5%,-5.8%,-0.1
COc1cccc(C(=O)Nc2cc(C)on2)c1,-13.9%,-1.6%,-6.7
O=C1C(=Cc2ccccn2)CCc2ccccc21,-10.9%,7.9%,u
c1coc(-c2nc(N=C3N=c4ccccc4=N3)[nH]c2-c2ccco2)c1,-24.3%,0.5%,-9.3
COc1ccc(NC(=O)CCNC(=O)N2CC(=O)Nc3ccccc32)cc1OC,u,8.5%,-1.7
COc1ccc(C(=O)Nc2ccccc2C(=O)Nc2ccccc2)cc1,-11.7%,-0.1%,-3.7
CC(=O)N1C[C@H]2CON(C)[C@H]2C[C@H]1c1cccc(N2CCOCC2)c1,-3.1%,10.3%,-5.2
Cc1ccc(S(=O)(=O)N(C)C)cc1NC(=O)CN1C(=O)NC2(CCc3ccccc32)C1=O (stereo unspecified),1.8%,1.1%,2.8
CN(C)C1CCCCC=CC(=O)NC1 (stereo unspecified),-1.9%,4.7%,-1.1
CCOC(=O)CNC(=O)CSc1nc(C(C)C)nc2c1cnn2-c1ccccc1,-23.4%,4.0%,-2.7
O=C(c1ccccc1)c1ccsc1C(=O)c1ccccc1,2.3%,7.4%,-1.9
CCCC#Cc1ccc2c(c1)O[C@H](CN(C)S(=O)(=O)c1cccc(OC)c1)[C@H](C)CN([C@H](C)CO)S2(=O)=O,-22.6%,3.0%,-8.4
O=C(NN=Cc1ccc2c(c1)CCN2)c1cccs1,-28.9%,5.3%,3.4
CCCCN1C(=O)C(CC(=O)NCCN2CCOCC2)CC(C(=O)N2CCOCC2)=C1C (stereo unspecified),-20.4%,8.4%,-6.0
O=S(=O)(NCC1CCCO1)c1ccc(Cl)c2ccccc12 (stereo unspecified),-23.2%,-2.4%,0.4
CCc1cccc(NC(=O)CSc2nc(C)cs2)c1,-20.6%,12.0%,-1.2

# (list continues)
structure,USP1-UAF1 inh,IDH1 R132H inh,PI4K2A inh
CCN(CC)S(=O)(=O)c1ccc(N2CC(C(=O)NCc3ccco3)CC2=O)cc1 (stereo unspecified),-26.1%,8.8%,-5.5
CC(=O)N1CCc2c(sc(NC(=O)c3ccc([N+](=O)[O-])o3)c2C(N)=O)C1,u,9.8%,-11.4
C[C@H](CO)N1C[C@H](C)[C@@H](CN(C)S(=O)(=O)c2ccc(F)cc2)OCc2cnnn2CCCC1=O,-0.7%,-2.2%,-4.3
O=[N+]([O-])c1cccnc1Nc1ccc(Cl)cc1,-31.3%,-1.0%,0.9
CCOC(=O)C1=C(COC(=O)/C=C/c2ccc(F)cc2)NC(=O)NC1C (stereo unspecified),-2.9%,-3.6%,-5.9
